# High-throughput results from PubChem BioAssay.
# PI5P4Ka inh = inhibitors of human PI5P4K alpha; AID 652105; P48426; 330,000 compounds, 1.2% hits; PI5P4Kalpha enzyme, ADP-Glo luminescence, 60 min; hits give low values; max response, %; active = max response of -50% or lower; inconclusive = between -30% and -50%; inactive = -30% or higher; note: value at the top dose of about 77 µM; % is set by controls: 0 for no effect and ±100 for the full control effect
# Target sequence (P48426 whole entry, looked up): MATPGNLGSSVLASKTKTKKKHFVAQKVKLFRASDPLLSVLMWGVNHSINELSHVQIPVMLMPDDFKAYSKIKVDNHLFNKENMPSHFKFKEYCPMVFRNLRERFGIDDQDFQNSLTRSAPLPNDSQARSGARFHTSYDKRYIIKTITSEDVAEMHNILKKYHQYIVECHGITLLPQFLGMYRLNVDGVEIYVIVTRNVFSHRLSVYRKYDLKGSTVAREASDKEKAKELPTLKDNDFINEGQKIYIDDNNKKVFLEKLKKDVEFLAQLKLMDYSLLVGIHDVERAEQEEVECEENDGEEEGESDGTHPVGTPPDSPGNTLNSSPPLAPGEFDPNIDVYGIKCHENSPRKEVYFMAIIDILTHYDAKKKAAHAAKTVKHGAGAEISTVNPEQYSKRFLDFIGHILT
#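 Reactions run in 0.038 M HEPES pH 7.4, 0.28 mM EGTA, 0.1% CHAPS and 5% DMSO, with PI5P4Kalpha, substrate, compound and 5 microM ATP final, one hour at room temperature. Readout is ADP-Glo luminescence.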
# EPAC1 antag = blocks human EPAC1 exchange factor; O95398; EPAC1 GEF assay, Rap1b-BODIPY-GDP exchange fluorescence; Potency, µM (highest dose often 115 µM), without a hit: top-dose activity change, negative = inhibition, most hits filed as inhibitors; 360,000 compounds, 0.14% hits;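 note: potency is the fitted concentration of half-maximal effect; plate controls were vehicle for no effect and positive control for full effect; nearly all actives have a fitted effect of over 50% in size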
# PTHR1 ag = PTHR1 (human) receptor agonism | Potency, µM (highest dose often 115 µM), inactives show at the top dose activation, actives largely listed as activators | Q03431 | 410,000 compounds, 0.075% hits | HEK293 GP2 PTHR1 cells, GloSensor cAMP luminescence, 1 h | AID 743266; note: potency is the fitted concentration of half-maximal effect; nearly all actives have a fitted effect of over 55% in size; some results filed as inactive show a strong effect at the top dose; inactives centre near -15; many of its hits are not listed in these tables
# Target sequence (Q03431 whole entry, looked up): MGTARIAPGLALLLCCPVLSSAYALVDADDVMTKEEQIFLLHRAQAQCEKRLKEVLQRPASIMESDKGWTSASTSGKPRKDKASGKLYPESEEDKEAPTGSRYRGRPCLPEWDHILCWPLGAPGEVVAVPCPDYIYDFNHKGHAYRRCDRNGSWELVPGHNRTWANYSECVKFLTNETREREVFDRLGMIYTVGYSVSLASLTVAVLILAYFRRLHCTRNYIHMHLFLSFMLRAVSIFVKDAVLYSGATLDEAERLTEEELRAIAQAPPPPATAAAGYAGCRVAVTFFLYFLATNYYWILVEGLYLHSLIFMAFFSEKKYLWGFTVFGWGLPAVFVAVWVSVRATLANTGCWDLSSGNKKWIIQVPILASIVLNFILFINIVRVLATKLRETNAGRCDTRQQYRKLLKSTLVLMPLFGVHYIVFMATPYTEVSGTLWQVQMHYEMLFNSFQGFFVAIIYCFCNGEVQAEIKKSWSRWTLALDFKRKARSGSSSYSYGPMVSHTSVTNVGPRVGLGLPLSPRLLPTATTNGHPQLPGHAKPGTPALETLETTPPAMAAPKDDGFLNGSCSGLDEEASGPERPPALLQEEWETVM
#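 HEK-293-derived GP2 cells expressing PTHR1 and a GloSensor cAMP reporter, 3,000/well, plated overnight, given luciferin plus IBMX (each 0.5 mM as added) for 1 h at 37 °C, then compound for 1 h at 37 °C. Luminescence was read after 15 min at room temperature.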
# HEK293 tox = cytotoxic in the GLP-1 receptor inverse agonist counter-screen; HEK293 cAMP-luciferase reporter cells, luminescence, 24 h; Potency, µM (highest dose often 38.3 µM), without a hit: at the highest dose activity change, negative = inhibition, most hits filed as inhibitors; 410,000 compounds, 0.13% hits;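 note: loss of luciferase light is scored as toxicity; potency is the fitted concentration of half-maximal effect; % is set by controls: 0 for no effect and ±100 for the full control effect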
#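 Here, cytotoxicity is scored as loss of luminescence. The MLSMR collection was tested on cells seeded in medium containing 10% Nu serum, with a 24 hr compound exposure preceded by 12 hours of culture.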
# EPAC1 agonist = activates human EPAC1 exchange factor. O95398. EPAC1 agonist qHTS, biochemical assay; response scale: 100% = response to 6.5 mM cAMP. Potency, µM (highest dose often 154 µM), for the others: at the top dose activation, usual class: activators. 360,000 compounds, 0.073% hits. AID 720707; note: potency is the fitted concentration of half-maximal effect; nearly all actives have a fitted effect of over 60% in size
#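 Compounds were pinned as a concentration titration into mixtures of EPAC1 (100 nM), BODIPY-GDP-loaded Rap1B (250 nM) and GDP (50 uM). After 5 min at room temperature, fluorescence was followed for 30 min; activity was scaled to 6.5 mM cAMP.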
# GLP1R inv ag = acts as inverse agonist at human GLP-1 receptor; P43220; HEK293 GLP-1R CRE-luciferase, luminescence, 24 h; GLP-1R form is constitutively active; Potency, µM (series often up to 38.3 µM), without a hit: at the highest dose activity change, negative = inhibition, usual class: inhibitors; 410,000 compounds, 1.6% hits; AID 624417; note: potency is the fitted concentration of half-maximal effect; % is set by controls: 0 for no effect and ±100 for the full control effect; nearly all actives have a fitted effect of over 55% in size
#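 Luminescence readout: a drop in cAMP-driven luciferase signal flags inverse agonism at a constitutively active GLP-1R stably expressed in HEK293. Compound exposure lasted 24 hr at 37 deg C, 5% CO2.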
# GLP1R ag = GLP-1 receptor (human) agonism | HEK293 GLP-1R CRE-luciferase, luminescence, 4-6 h; cells express a hypersensitive GLP-1R form | Potency, µM (top dose mostly 45.6 µM), inactives show at the top dose activation, usual class: activators | 380,000 compounds, 0.007% hits | AID 624172; note: potency is the fitted concentration of half-maximal effect; % of control where 0% means no effect
# IL-2 act = activators of IL-2. IL-2 activation reporter assay, cell-based qHTS; stimulated with anti-CD3/CD4/CD28 beads; in transgenic mouse T cells. activation, % (series mostly up to about 46 µM). 360,000 compounds, 0.065% hits; in the data active = activation above about 50%; inconclusive = mostly about 30% to 49%; note: 0% is about no effect
#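 First, unstimulated transgenic mouse T cells were exposed to compound for 60 min. Next, anti-CD3/anti-CD4-coated beads with anti-CD28 were added. Finally, after 18 h at 37 degrees C, EGFP and DsRed were imaged.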
# PLK1 PBD inh = inhibitors of human PLK1 polo-box domain binding. P53350. Plk1 PBD binding of FITC phosphopeptide, fluorescence polarization. Potency, µM, inactives show max response, negative = inhibition, usual class: inhibitors. 360,000 compounds, 2.8% hits; note: potency is the fitted concentration of half-maximal effect; series mostly up to about 57 µM; % is set by controls: 0 for no effect and ±100 for the full control effect; nearly all actives have a fitted effect of over 65% in size
# Numbers without * were called inactive; i = inactive; ? = inconclusive; / = not tested or not shown; [ ] = remark or other dose. Unless noted, calls come from the whole dose curve; as a rule, active = well fitted curve in the direction sought with a large enough effect; inconclusive = small, poorly fitted or top-dose-only effect, or another doubt; inactive = no such curve, though single readings can be large; an effect the other way counts as inactive or inconclusive.
# Values run as follows: EPAC1 agonist | HEK293 tox | PTHR1 ag | EPAC1 antag | PI5P4Ka inh | GLP1R inv ag | IL-2 act | PLK1 PBD inh | GLP1R ag
- CCOc1ccc(NC(=O)CSc2ccc3nnc(-c4ccccn4)n3n2)cc1
→ -15% | -10% | i | 16% | 5 | -17% | -2.8 | 0% | -1%
- CC(C)CN1CCC(CN(C)Cc2nc(-c3cnccn3)no2)CC1
→ -14% | 11% | i | -27% | -6 | 15% | -0.5 | -18% | 4%
- O=C(Nc1cccc(C(F)(F)F)c1)c1cccnc1N1CCN(c2ccccc2)CC1
→ 24% | -4% | i | -17% | / | ? | 0.4 | -3% | 5%
- CCN(CC)C(=O)c1[nH]cnc1C(=O)NCc1ccc(CNC(=O)OC(C)(C)C)cc1
→ 10% | 2% | -23% | -13% | 1 | 20% | 0.0 | 2% | 8%
- Cc1[nH]c2ccc(C(=O)NCCN3CCOCC3)cc2c1C
→ -9% | 7% | -16% | 2% | 2 | 0% | 1.1 | -6% | 6%
- CCCCN1C(=O)CCC(C(=O)O)C1c1ccc([N+](=O)[O-])cc1 (configuration not stated)
→ 10% | -2% | i | 2% | 9 | 0% | 2.1 | -6% | -6%
- CCCCOc1ccc(C(O)(CCN2CCOCC2)c2ccccc2)cc1 (configuration not stated)
→ -3% | -3% | -3% | 3% | -7 | ? | -0.8 | -11% | 1%
- C/C(=N/NC(=O)c1ccccc1)C1=C(O)CC(C)(C)CC1=O
→ 7% | 5% | -31%[inhibitor] | -15% | -5 | 3% | -3.2 | -16% | 1%
- Cc1ccc(CN2CCN(C3CCC3)CC2CCO)cc1 (configuration not stated)
→ 5% | 11% | -8% | -19% | 0 | -14% | -0.5 | -13% | -12%
- C/C(=N/NC(=O)c1ccccc1)C(=O)O
→ 6% | 10%[7.66 µM] | i | 9% | -1 | 12%[7.66 µM] | -0.6 | -10% | 0%
- COC(=O)c1cc(NC(=O)c2ccccc2)c(=O)oc1C/C=N\OCc1ccc(Cl)cc1Cl
→ 3% | -2% | i | ? | ? | -25% | 3.5 | 20% | -17%
- O=c1c2ccc(Cl)cc2[nH]c(=S)n1CCC1=CCCCC1
→ -3% | -4% | i | 15% | 2 | 16% | 0.1 | -3% | 0%
- CC(C)(C)[C@@H]1C=C(C(=O)NCc2ccccc2)O[C@H](OCc2ccc(CO)cc2)C1
→ -4% | 0% | i | -8% | -2 | -21% | -0.1 | -15% | -2%
- Cc1nc2ccc(NC(=O)NCCCO)cc2s1
→ -8% | -9% | i | -6% | -1 | -7% | -0.5 | -5% | -15%
- CC(Nc1cc(N2CCN(S(C)(=O)=O)CC2)ccc1[N+](=O)[O-])c1ccccc1 (configuration not stated)
→ -2% | -42% | i | 4% | 15 | 33%[activator] | -0.1 | -4% | 10%
- Nn1c(SCC(=O)NC2CCCCCC2)nnc1C(F)(F)F
→ 11% | 2% | i | 13% | 8 | 0% | -0.4 | -8% | 4%
- C/C(=C\c1ccccc1)C(=O)c1c(C)cc(C)[nH]c1=O
→ 7% | 4% | i | 8% | -2 | ? | -1.4 | 3% | -5%
- CCC(=O)c1c[nH]c(C(=O)NCc2ccco2)c1
→ 10% | -1% | i | 9% | -9 | 12% | -0.7 | 0% | -1%
- ClCc1cc2ccccc2nc1Cl
→ 6% | 23% | -11% | -5% | 1 | 9% | -3.7 | -16% | 0%
- CCCOc1ccc(C(=O)N2CC3(CC(c4cccc(NC(=O)[C@@H]5CCC(=O)N5)c4)=NO3)C[C@H]2C(=O)NC2(C(N)=O)CC2)cc1 (some centres not stated)
→ 7% | 5% | -16% | -1% | 2 | 9% | 0.0 | -3% | -5%
- CCOCc1nnc(NC(=O)CS(=O)(=O)c2ccc(C)cc2)s1
→ 1% | 20% | -11% | 45%[activator] | 0 | 15% | 0.1 | -16% | 4%
- COc1ccc(-c2cc(CCCC(=O)NCCc3ccc(OC)cc3OC)no2)cc1
→ -3% | -7% | i | 9% | / | -6% | -2.8 | -1% | -1%
- CCCCNC(=S)Nc1ccc(Oc2ccccc2)cc1
→ -3% | ? | -17% | -6% | -4 | ? | 0.5 | ? | 12%
- O=[N+]([O-])CC1(n2nc3ccccc3n2)CCCCC1
→ -18% | -4% | i | -4% | -5 | 24% | 1.5 | 3% | 4%
- COc1ccc(CNC(=O)CCCC(=O)n2nc(C)c3ccccc32)cc1
→ 14% | -3% | -5% | -25% | 0 | -10% | -2.0 | -29% | 10%
- CCOC(=O)C1CCN(c2cc3c(cc2NC(=O)c2ccccc2F)n(C)c(=O)n3C)CC1
→ 6% | 7% | i | -25% | 2 | 37%[activator] | -3.3 | -18% | 3%
- Cc1ccc2nc(SCC(=O)Nc3cccc(S(=O)(=O)NC4=NCCCCC4)c3)[nH]c2c1
→ 9% | -8% | -7% | 11% | 1 | -24% | -0.4 | -17% | 9%
- O=C(O)CCCn1cc(NC(=O)c2ccc(F)cc2)cn1
→ 0% | 0% | -19% | -14% | 3 | 25% | 1.1 | -1% | -1%
- Cc1ccc(-c2nnc(-c3cccc(Br)c3)o2)cc1
→ -2% | 1% | -82%[inhibitor] | 24% | 0 | 18% | -1.8 | 27µM* | 6%
- CCOc1ccccc1N1C(=O)CC(N(O)c2ccccc2)C1=O (configuration not stated)
→ 0% | 25% | -12% | -8% | -3 | -8% | -1.5 | -15% | 0%
- O=C(NCCC(=O)N1CCCCCCC1)c1ccc(Br)cc1
→ -8% | 2% | i | -3% | 5 | ? | -0.2 | 3% | -6%
- COCCCN(C(=O)CCSc1ccc(F)cc1)c1c(N)n(Cc2ccccc2)c(=O)[nH]c1=O
→ 4% | 14% | i | -10% | 8 | 10% | 1.1 | ? | 0%
- Cc1cc(OC(C)C(=O)NCc2ccccn2)c2c(C)c(C)c(=O)oc2c1 (configuration not stated)
→ 13% | -13% | i | -2% | 0 | -4% | -1.7 | -10% | 2%
- COc1ccc(C(C)C)cc1S(=O)(=O)n1ccnc1C
→ 0% | -6% | -14% | -6% | 7 | 5% | 0.8 | -1% | 6%
- CC(=O)NC(Cc1ccc(C)cc1)C(=O)NC1CCN(C(=O)c2cnccn2)CC1 (configuration not stated)
→ -2% | 14% | i | 7% | / | 4% | -0.5 | 2% | -2%
- CCn1ccc(C(=O)Oc2ccc(Cl)cc2)n1
→ 7% | 16% | -32%[inhibitor][57.5 µM] | 10% | 0 | 0% | -2.0 | -11% | 8%
- COc1cc(OC)c(OC)cc1CN1CCN(c2ccccc2OC)CC1
→ 5% | -25% | -2% | -3% | / | 0% | 2.8 | -8% | -2%
- O=C(COc1ccc(Br)cc1CNCCCN1CCOCC1)Nc1ccccc1
→ 11% | -2% | -4% | -18% | 2 | ? | -2.4 | 1% | -1%
- O=C(COc1ccc(Cl)cc1)Nc1nnc2n1CCS2
→ / | 1% | i | / | / | 2% | / | / | -1%
- COc1ccc(CCC(=O)OCC(=O)NCc2ccc3c(c2)OCO3)cc1
→ 1% | -15% | -7% | -10% | -3 | 19% | 1.1 | 6% | 5%

# Only PLK1 PBD inh and EPAC1 antag, for 2 of the compounds above:
canonical_smiles	PLK1 PBD inh	EPAC1 antag
O=C(Nc1cccc(C(F)(F)F)c1)c1cccnc1N1CCN(c2ccccc2)CC1	-3%	-17%
CCN(CC)C(=O)c1[nH]cnc1C(=O)NCc1ccc(CNC(=O)OC(C)(C)C)cc1	2%	-13%

# Other compounds follow:
# Values run as follows: EPAC1 agonist | HEK293 tox | PTHR1 ag | EPAC1 antag | PI5P4Ka inh | GLP1R inv ag | IL-2 act | PLK1 PBD inh | GLP1R ag
- CCN(CC)N=Nc1ccc(S(N)(=O)=O)cc1
→ 1% | -11% | i | -2% | -1 | 12% | -2.0 | -2% | 1%
- O=S(=O)(c1ccc(Cl)cc1)N1CN(CC2CCCO2)c2nc3ccccc3nc21 (configuration not stated)
→ 13% | -7% | -16% | 3% | 0 | ? | -0.5 | -15% | 10%
- CCc1nc2ccc(C(=O)NCCN3CCNC3=O)cn2c1N(C)Cc1ccc(OC)cc1
→ 0% | 5% | -29% | -17% | -8 | -6% | -0.3 | -13% | 14%
- Cc1ccc(NC(=O)C(C)OC(=O)c2n[nH]c3ccccc23)cc1 (configuration not stated)
→ -10% | 3% | -28% | -30% | 4 | ? | -0.3 | -9% | -1%
- O=c1[nH]n2c(=O)c3c([nH]c2c1N=Nc1cccc(Cl)c1)CCCC3
→ ? | ? | -20% | ? | -3 | -2% | 0.0 | ? | -2%
- O=C(NCc1ccccc1)c1ccccc1Br
→ 9% | 12% | 7% | -5% | -10 | 8% | 2.2 | -8% | 1%
- CCOc1ccc(C2C(C(=O)c3ccco3)=C(O)C(=O)N2CCCn2ccnc2)cc1OCC (configuration not stated)
→ -1% | -5% | -4% | -3% | 1 | 5% | -2.4 | 3% | -3%
- Cc1ccc(NC(=O)c2ccc(S(=O)(=O)N3CCOCC3)cc2)nc1
→ 7% | 3% | -10%[57.5 µM] | -3% | / | 0% | -0.6 | -9% | -4%
- CCCOc1ccc(C(=O)CCC(=O)OCC(=O)N2CCN(S(=O)(=O)c3ccc(C)cc3C)CC2)cc1
→ -4% | 2% | -24% | 9% | 7 | 22% | -0.5 | -13% | -5%
- CCOc1ccc(NC(=O)CSc2nc3ccccc3c(=O)n2CCCC(=O)NCCCN2CCCC2=O)cc1
→ -2% | 2% | i | -6% | 3 | 13% | -0.6 | -10% | 7%

# Rewritten as tab-separated lines: four of the compounds above
Molecule	EPAC1 agonist	HEK293 tox	PTHR1 ag	EPAC1 antag	PI5P4Ka inh	GLP1R inv ag	IL-2 act	PLK1 PBD inh	GLP1R ag
O=c1[nH]n2c(=O)c3c([nH]c2c1N=Nc1cccc(Cl)c1)CCCC3	?	?	-20%	?	-3	-2%	0.0	?	-2%
O=C(NCc1ccccc1)c1ccccc1Br	9%	12%	7%	-5%	-10	8%	2.2	-8%	1%
CCOc1ccc(C2C(C(=O)c3ccco3)=C(O)C(=O)N2CCCn2ccnc2)cc1OCC (configuration not stated)	-1%	-5%	-4%	-3%	1	5%	-2.4	3%	-3%
Cc1ccc(NC(=O)c2ccc(S(=O)(=O)N3CCOCC3)cc2)nc1	7%	3%	-10%[57.5 µM]	-3%	/	0%	-0.6	-9%	-4%

# These rows are one share of the data; count on the stated rates, not on these rows.
